From PubChem BioAssay
NPC1 promoter act: qHTS Assay for NPC1 Promoter Activators. actives 2.4% (n = 320,000). Potency, µM (top dose mostly 9.22 µM), inactives show at the top dose activation, actives largely listed as activators. AID 485313, 2010. Huh7 NPC1 promoter luciferase reporter, 24 h;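 note: potency is the fitted concentration of half-maximal effect; % of control where 0% means no effect; nearly all actives have a fitted effect of over 60% in size; reporter is driven by a mutant NPC1 promoter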
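NPC1 promoter–luciferase Huh7 cells; 24 h compound; luminescence.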
TRPV1 agonist: HTS Assay for Compounds that Act as Agonists of the Vanilloid Receptor 1. TRPV1-expressing cells, Fluo-8 calcium influx, agonist mode. activation, % at 8.33 µM. actives 0.19% (n = 320,000); in the data active = activation above about 80%; inconclusive = between about 30% and that limit; note: 0% is about no effect
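Fluo-8 calcium influx in TRPV1-expressing cells, kinetic read (ex 480/em 520 nm). Compound added and read 3 min for agonist activity, followed by capsaicin at EC20 final and 2 min further read for enhancement.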
BRCA1 expr up: qHTS Assay to Identify Small Molecule Activators of BRCA1 Expression | Potency, µM (doses to about 46.1 µM), for the others: top-dose activation, actives largely listed as activators | AID 624202, 2012 | MCF7-BRCA1-FFLuc reporter, luminescence, 48 h; response scale: scaled: vehicle 0%, 10 µM genistein 100% | actives 1.1% (n = 380,000); note: potency is the fitted concentration of half-maximal effect; nearly all actives have a fitted effect of over 80% in size; some results filed as inactive show a strong effect at the top dose
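Luminescence from a BRCA1-driven firefly luciferase in MCF7 cells was read after 48 h compound exposure at 37 C. Data normalized against DMSO and a 10microM genistein activation control, then curve-fitted across the titration.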
p53 reactivator: qHTS assay for re-activators of p53 using a Luc reporter; actives 0.063% (n = 320,000); Potency, µM (titrated, usually from 92.2 µM), for the others: top-dose activity change, positive = activation, hits mostly activators; H1299 p53-A138V BP100-luciferase reporter, luminescence, 24 h; note: potency is the fitted concentration of half-maximal effect; % of control where 0% means no effect; nearly all actives have a fitted effect of over 45% in size
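p53-null H1299 cells stably carrying temperature-sensitive p53-A138V and a BP100-luciferase reporter were pinned with compounds (4-point, 1:5 series) and held 24 hrs at 37 deg C. Luminescence was read 10 min after detection reagent.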
Tb PFK inh: qHTS Assay to Find Inhibitors of T. brucei phosphofructokinase | ATP-dependent 6-phosphofructokinase (Trypanosoma brucei brucei), O15648 | T. brucei PFK, ADP-Glo luminescence | Potency, µM (titrated, usually from 57.5 µM), inactives show at the top dose activity, negative = inhibition, most hits filed as inhibitors | actives 0.17% (n = 330,000);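 note: potency is the fitted concentration of half-maximal effect; 0% = uninhibited 1x PFK enzyme wells and -100% = no-enzyme wells; nearly all actives have a fitted effect of over 60% in size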
Target sequence (O15648 whole entry, looked up): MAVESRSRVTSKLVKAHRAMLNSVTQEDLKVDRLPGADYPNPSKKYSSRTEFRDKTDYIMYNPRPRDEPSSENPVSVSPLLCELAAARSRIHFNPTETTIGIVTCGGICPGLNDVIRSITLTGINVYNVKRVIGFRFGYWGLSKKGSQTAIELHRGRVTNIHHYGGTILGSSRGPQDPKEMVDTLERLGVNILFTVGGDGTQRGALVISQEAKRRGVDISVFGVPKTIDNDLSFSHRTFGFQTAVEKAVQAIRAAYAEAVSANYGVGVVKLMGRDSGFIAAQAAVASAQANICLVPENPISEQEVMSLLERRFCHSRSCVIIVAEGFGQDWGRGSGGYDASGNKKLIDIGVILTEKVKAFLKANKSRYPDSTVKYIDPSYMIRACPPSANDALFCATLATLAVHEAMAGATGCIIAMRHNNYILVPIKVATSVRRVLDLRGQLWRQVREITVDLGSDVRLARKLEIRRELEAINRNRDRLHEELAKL
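PFK 1.25 nM, F6P 0.5 mM, ATP 0.1 mM, 0.1 M TEA pH 8.0, 5 mM MgCl2, 0.01% Tween20, 0.1% BSA; 45 min RT. ADP-Glo readout. qHTS titration up to 57 uM; curves fitted, compounds curve-classed.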
ELG1 genotox: qHTS screen for small molecules that induce genotoxicity in human embryonic kidney (HEK293T) cells expressing luciferase-tagged ELG1; HEK293T ELG1-luciferase reporter, luminescence, 16 h; Potency, µM (series often up to 46 µM), inactives show at the highest dose activity change, positive = activation, hits mostly activators; actives 1.3% (n = 330,000); note: potency is the fitted concentration of half-maximal effect; % of control where 0% means no effect; nearly all actives have a fitted effect of over 60% in size
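Screening used a luciferase reporter fused to human ELG1 in HEK293T cells. Luminescence was read on a CCD plate imager after 16 hr exposure and 30 min ONE-Glo incubation.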
Rab9 prom act: qHTS Assay for Rab9 Promoter Activators | Huh7 Rab9 promoter-luciferase reporter, luminescence, 24 h | actives 2.8% (n = 320,000) | AID 485297, 2010 | Potency, µM (titrated, usually from 9.22 µM), for inactives: top-dose activation, negative = inhibition, hits mostly activators; note: potency is the fitted concentration of half-maximal effect; % of control where 0% means no effect; nearly all actives have a fitted effect of over 60% in size
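Huh7 cells stably carrying Rab9 promoter–luciferase reporter, plated 1500 cells/well, compound added after 2 h and incubated 24 h at 37 °C; luciferase luminescence then read after 10 min with detection reagent.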
ELG1 repair inh: qHTS screen for small molecules that inhibit ELG1-dependent DNA repair in human embryonic kidney (HEK293T) cells expressing luciferase-tagged ELG1; HEK293T ELG1-luciferase reporter, luminescence, 16 h; DNA damage induced by 5-fluorouridine; Potency, µM (series often up to 46.1 µM), for inactives: top-dose activity change, negative = inhibition, usual class: inhibitors; actives 2.3% (n = 330,000); AID 504467, 2011; note: potency is the fitted concentration of half-maximal effect; % is set by controls: 0 for no effect and ±100 for the full control effect; nearly all actives have a fitted effect of over 55% in size
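HEK293T cells expressing luciferase-tagged ELG1 (2,000/well) received 5-Fluorouridine plus compound or DMSO for 16 hr at 37 °C. Luciferase was read by ONE-Glo luminescence after 30 min at room temperature.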
RORg inh: qHTS for inhibitors of ROR gamma transcriptional activity. Nuclear receptor ROR-gamma (Mus musculus), P51450. Drosophila S2 Gal4-RORgamma UAS-luciferase reporter, 20 h. Potency, µM (doses to about 53.6 µM), without a hit: top-dose activity change, negative = inhibition, hits mostly inhibitors. actives 5.4% (n = 310,000); note: potency is the fitted concentration of half-maximal effect; % is set by controls: 0 for no effect and ±100 for the full control effect; nearly all actives have a fitted effect of over 60% in size
Target sequence (P51450 whole entry, looked up, the tested form may be a part): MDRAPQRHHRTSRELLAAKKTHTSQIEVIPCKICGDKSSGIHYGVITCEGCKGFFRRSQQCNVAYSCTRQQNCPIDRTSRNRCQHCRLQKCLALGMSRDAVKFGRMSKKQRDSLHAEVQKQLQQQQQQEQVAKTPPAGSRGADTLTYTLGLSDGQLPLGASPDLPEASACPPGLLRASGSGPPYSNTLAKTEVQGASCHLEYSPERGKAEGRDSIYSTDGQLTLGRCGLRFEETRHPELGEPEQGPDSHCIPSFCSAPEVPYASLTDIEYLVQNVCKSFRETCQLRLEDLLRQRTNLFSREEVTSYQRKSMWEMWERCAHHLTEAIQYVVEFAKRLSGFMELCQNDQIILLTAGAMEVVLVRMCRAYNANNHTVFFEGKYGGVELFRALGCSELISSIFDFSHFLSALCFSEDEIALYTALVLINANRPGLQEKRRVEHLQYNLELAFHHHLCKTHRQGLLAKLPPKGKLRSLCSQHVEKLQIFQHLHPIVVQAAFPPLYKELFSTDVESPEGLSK
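Drosophila S2 cells stably expressing Gal4-DBD/mouse RORγ fusion under metallothionein promoter plus UAS-luciferase; compound 1 h, then 700 uM CuSO4 induction for 20 h at ambient temperature; inhibition read as reduced luminescence.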
VP16 counter: VP16 counterscreen qHTS for inhibitors of ROR gamma transcriptional activity. actives 3.5% (n = 310,000). Drosophila S2 Gal4-VP16 UAS-luciferase, luminescence, 20 h. Potency, µM (series often up to 53.6 µM), for inactives: at the highest dose activity, negative = inhibition, most hits filed as inhibitors. AID 2546, 2010;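 note: Gal4-VP16 expression switched on by copper sulfate through the metallothionein promoter; potency is the fitted concentration of half-maximal effect; % is set by controls: 0 for no effect and ±100 for the full control effect; nearly all actives have a fitted effect of over 50% in size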
FLuc counter: qHTS profiling assay for firefly luciferase inhibitor/activator using purifed enzyme and Km concentrations of substrates (counterscreen for miR-21 project) | Potency, µM (top dose mostly 57.5 µM), without a hit: at the top dose activity change, negative = inhibition, usual class: inhibitors | AID 588342, 2011 | actives 6.9% (n = 360,000) | Luciferin 4-monooxygenase (Photinus pyralis), P08659 | purified FLuc, Km substrates, luminescence inhibition;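 note: potency is the fitted concentration of half-maximal effect; plate controls were vehicle for no effect and reference inhibitor for full effect; nearly all actives have a fitted effect of over 55% in size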
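Biochemical qHTS of compounds, final roughly 60 µM downward over six points, against 10 nM purified firefly luciferase using Km concentrations of substrates (10 uM D-luciferin, 10 uM ATP) in Tris acetate pH 7.5 buffer; luminescence output.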
* = called active by the depositor; [ ] = another dose, or the depositor's remark. Unless noted, calls come from the whole dose curve; as a rule, active = well fitted curve in the direction sought with a large enough effect; inconclusive = small, poorly fitted or top-dose-only effect, or another doubt; inactive = no such curve, though single readings can be large; an effect the other way counts as inactive or inconclusive. An unsorted share of the library; overall some 15% were active at least once.

Screening O=C(c1c(F)c(F)c(F)c(F)c1F)N1CCN(c2cccc(C(F)(F)F)c2)CC1 returned NPC1 promoter act 5%, TRPV1 agonist -4, BRCA1 expr up -84%, p53 reactivator 6%, Tb PFK inh 12%, ELG1 genotox 7%, Rab9 prom act -1%, ELG1 repair inh 1%, RORg inh 1%, VP16 counter 3% and FLuc counter 1%.
`COc1ccccc1N1CCN(C2CCN(C(=O)c3cccc(F)c3)CC2)CC1` gave NPC1 promoter act 1%, TRPV1 agonist -1, BRCA1 expr up 13%, p53 reactivator -5%, Tb PFK inh -2%, ELG1 genotox -4%, Rab9 prom act -2%, ELG1 repair inh -5%, RORg inh -6%, VP16 counter 0% and FLuc counter -4%.
`CCOC(=O)c1c(NC(=O)COC(=O)CCOc2ccc(OCC)cc2)sc(C(=O)N(C)C)c1C` gave NPC1 promoter act -1%, TRPV1 agonist 21, BRCA1 expr up 9%, p53 reactivator -3%, Tb PFK inh 0%, ELG1 genotox 4%, Rab9 prom act -3%, ELG1 repair inh inconclusive and FLuc counter -9%.
COC(=O)c1ccc(CSc2ccc(S(=O)(=O)N3CCCCC3)cn2)cc1 was read as NPC1 promoter act -2%, TRPV1 agonist 6, BRCA1 expr up 24%, p53 reactivator 4%, Tb PFK inh 0%, ELG1 genotox 7%, Rab9 prom act 0%, ELG1 repair inh 14% and FLuc counter 0%.
`CCc1cc2c(SCC(=O)c3ccccc3)ncnc2s1` gave NPC1 promoter act 20%, TRPV1 agonist 3, BRCA1 expr up inconclusive, p53 reactivator 24%, Tb PFK inh 7%, ELG1 genotox inconclusive, Rab9 prom act 2%, ELG1 repair inh inconclusive, RORg inh inconclusive, VP16 counter -16% and FLuc counter inconclusive.
Screening O=c1[nH]c2ccc(NS(=O)(=O)c3ccc4ccccc4c3)cc2[nH]1 returned NPC1 promoter act -4%, TRPV1 agonist 1, BRCA1 expr up -9%, p53 reactivator -6%, Tb PFK inh 9%, ELG1 genotox -3%, Rab9 prom act -9%, ELG1 repair inh inconclusive, RORg inh inconclusive, VP16 counter -5% and FLuc counter 6%.
For CC(=O)NC(N1CCCCC1)C(F)(F)C(F)(F)C(F)(F)C(F)F (centres undefined) the results were NPC1 promoter act 1%, TRPV1 agonist 1, BRCA1 expr up -23%, p53 reactivator 0%, Tb PFK inh 2%, ELG1 genotox 4%, Rab9 prom act 2%, ELG1 repair inh -1%, RORg inh -29%, VP16 counter -6% and FLuc counter 1%.
Screening COC(=O)[C@]1(C)N[C@H](CN(C)C(=O)c2ccc(C(C)(C)C)cc2)[C@@H]2C(=O)N(Cc3ccccc3)C(=O)[C@@H]21 returned BRCA1 expr up -1%, p53 reactivator -3%, Tb PFK inh 2%, ELG1 genotox -5% and ELG1 repair inh -29%.
`Cc1ccc(C(=O)/C=C/Nc2ccc([N+](=O)[O-])cc2Br)cc1` gave NPC1 promoter act 0.45µM*, TRPV1 agonist 2, BRCA1 expr up inconclusive, p53 reactivator inconclusive, Tb PFK inh 4%, ELG1 genotox inconclusive, Rab9 prom act 0.45µM*, ELG1 repair inh inconclusive, RORg inh -1%, VP16 counter inconclusive and FLuc counter 0.34µM*.
Screening O=C(NC(=S)Nc1cccnc1Cl)c1ccco1 returned NPC1 promoter act 22%, TRPV1 agonist 1, BRCA1 expr up 10µM*, p53 reactivator 22%, Tb PFK inh -4%, ELG1 genotox 8%, Rab9 prom act inconclusive, ELG1 repair inh inconclusive, RORg inh inconclusive, VP16 counter -7% and FLuc counter 15µM*.
For C=CCOc1ccccc1CN1CCC(CO)(CCOc2ccccc2)CC1 the results were NPC1 promoter act -2%, TRPV1 agonist 1, BRCA1 expr up -16%, p53 reactivator 1%, Tb PFK inh 0%, ELG1 genotox -1%, Rab9 prom act -5%, ELG1 repair inh 2%, RORg inh -7%, VP16 counter -11% and FLuc counter -1%.
`Cc1cc(C(=O)Nc2c(C)nn(Cc3ccccc3Cl)c2C)no1` gave NPC1 promoter act -4%, TRPV1 agonist 3, BRCA1 expr up -20%, p53 reactivator 23%, Tb PFK inh 3%, ELG1 genotox -1%, Rab9 prom act -5%, ELG1 repair inh -1%, RORg inh 10%, VP16 counter 0% and FLuc counter -1%.
Cc1nn(-c2ccccc2)c2c1C1(C(=O)N(C)c3ccccc31)N(c1ccccc1)C(=O)N2 (centres undefined) was read as NPC1 promoter act 10%, TRPV1 agonist -3, BRCA1 expr up -12%, p53 reactivator 4%, Tb PFK inh -7%, ELG1 genotox 6%, Rab9 prom act 27%, ELG1 repair inh -1%, RORg inh 4%, VP16 counter 3% and FLuc counter 1%.
Screening CCOC(=O)c1oc2c(C)c(O)ccc2c(=O)c1-c1nncn1-c1ccccc1 returned NPC1 promoter act -3%, TRPV1 agonist 6, BRCA1 expr up 6%, p53 reactivator 0%, Tb PFK inh -1%, ELG1 genotox 3%, Rab9 prom act 8%, ELG1 repair inh 0%, RORg inh -3%, VP16 counter 1% and FLuc counter 1%.
CCC(C)NC(=O)C1CCN(S(=O)(=O)c2ccc3[nH]c(=O)ccc3c2)CC1 (centres undefined) was read as NPC1 promoter act 1%, TRPV1 agonist -2, BRCA1 expr up 5%, Tb PFK inh 0%, ELG1 genotox 7%, Rab9 prom act 0%, ELG1 repair inh 12%, RORg inh -34%, VP16 counter -7% and FLuc counter 0%.
For COC(=O)c1sc(-c2cccs2)cc1NC(=O)/C=C/C(=O)O the results were NPC1 promoter act -1%, TRPV1 agonist 1, BRCA1 expr up -39%, p53 reactivator 7%, Tb PFK inh 4%, ELG1 genotox -5%, Rab9 prom act -1%, ELG1 repair inh 2%, RORg inh -90%, VP16 counter inconclusive and FLuc counter -19%.
O=C(CN1CCOCC1)Nc1ccccc1NC(=O)C1CCN(c2ncccn2)CC1 was read as NPC1 promoter act 0%, TRPV1 agonist 2, BRCA1 expr up 0%, p53 reactivator 5%, Tb PFK inh 2%, ELG1 genotox -1%, Rab9 prom act 3%, ELG1 repair inh 8%, RORg inh -16%[10 µM], VP16 counter -2% and FLuc counter -2%.
Cc1ccc(-n2c(O)c(C=Nc3ccccc3-c3n[nH]c(=S)[nH]c3=O)c3ccccc3c2=O)c(C)c1 was read as NPC1 promoter act -1%, TRPV1 agonist 0, BRCA1 expr up -21%, p53 reactivator -3%, Tb PFK inh 29%, ELG1 genotox -2%, Rab9 prom act -11%, ELG1 repair inh 3%, RORg inh 22%, VP16 counter 8% and FLuc counter -18%.
Screening OCCN1CCN(Cc2nc(-c3cccc(Cl)c3)no2)CC1 returned NPC1 promoter act 14%, TRPV1 agonist 2, BRCA1 expr up 46%, p53 reactivator 0%, Tb PFK inh -3%, ELG1 genotox 9%, Rab9 prom act 24%, ELG1 repair inh inconclusive, RORg inh 2%, VP16 counter inconclusive and FLuc counter -2%.
`O=C(Nc1ccncc1)c1ccccc1F` gave NPC1 promoter act -3%, TRPV1 agonist 0, BRCA1 expr up 23%, p53 reactivator -2%, Tb PFK inh 2%, ELG1 genotox -11%, Rab9 prom act -1%, ELG1 repair inh 10µM*, RORg inh 2%, VP16 counter 0% and FLuc counter -2%.
Screening O=C(Cc1ccccc1)Nc1ccnn1C1CCN(Cc2nccs2)CC1 returned NPC1 promoter act -7%, TRPV1 agonist 2, BRCA1 expr up -5%, p53 reactivator 1%, Tb PFK inh 1%, ELG1 genotox -4%, Rab9 prom act 3%, ELG1 repair inh 4%, RORg inh 2%, VP16 counter 7% and FLuc counter 2%.

Quoted at random: two records from the list, in no set order.
Screening OCCN1CCN(Cc2nc(-c3cccc(Cl)c3)no2)CC1 returned NPC1 promoter act 14%, TRPV1 agonist 2, BRCA1 expr up 46%, p53 reactivator 0%, Tb PFK inh -3%, ELG1 genotox 9%, Rab9 prom act 24%, ELG1 repair inh inconclusive, RORg inh 2%, VP16 counter inconclusive and FLuc counter -2%.
`Cc1ccc(C(=O)/C=C/Nc2ccc([N+](=O)[O-])cc2Br)cc1` gave NPC1 promoter act 0.45µM*, TRPV1 agonist 2, BRCA1 expr up inconclusive, p53 reactivator inconclusive, Tb PFK inh 4%, ELG1 genotox inconclusive, Rab9 prom act 0.45µM*, ELG1 repair inh inconclusive, RORg inh -1%, VP16 counter inconclusive and FLuc counter 0.34µM*.
